# Bioassay records from PubChem BioAssay.
# EPAC1 ag = qHTS for Agonist of cAMP-regulated guanine nucleotide exchange factor 3 (EPAC1): primary screen; Rap guanine nucleotide exchange factor 3 (Homo sapiens), O95398; EPAC1 agonist qHTS, biochemical assay; response scale: 100% = response to 6.5 mM cAMP; Potency, µM (highest dose often 154 µM), without a hit: at the highest dose activation, most hits filed as activators; 360,000 compounds, 0.073% hits; note: potency is the fitted concentration of half-maximal effect; nearly all actives have a fitted effect of over 60% in size
#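 Nucleotide exchange assay: 100 nM EPAC1 with 250 nM Rap1B loaded with BODIPY-GDP and 50 uM GDP, room temperature. Fluorescence (480/540 nm) read every 5 min for 30 min; signal change normalized to 6.5 mM cAMP as full agonist.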
# PLK1 PBD inh = qHTS for Inhibitors of PLK1-PDB (polo-like kinase 1 - polo-box domain): Primary Screen | Serine/threonine-protein kinase PLK1 (Homo sapiens), P53350 | Plk1 PBD binding of FITC phosphopeptide, fluorescence polarization | Potency, µM, for inactives: max response, negative = inhibition, actives largely listed as inhibitors | 360,000 compounds, 2.8% hits | AID 720504, 2013; note: potency is the fitted concentration of half-maximal effect; series mostly up to about 57 µM; % is set by controls: 0 for no effect and ±100 for the full control effect; nearly all actives have a fitted effect of over 65% in size
# Target sequence (P53350 whole entry, looked up, the tested form may be a part): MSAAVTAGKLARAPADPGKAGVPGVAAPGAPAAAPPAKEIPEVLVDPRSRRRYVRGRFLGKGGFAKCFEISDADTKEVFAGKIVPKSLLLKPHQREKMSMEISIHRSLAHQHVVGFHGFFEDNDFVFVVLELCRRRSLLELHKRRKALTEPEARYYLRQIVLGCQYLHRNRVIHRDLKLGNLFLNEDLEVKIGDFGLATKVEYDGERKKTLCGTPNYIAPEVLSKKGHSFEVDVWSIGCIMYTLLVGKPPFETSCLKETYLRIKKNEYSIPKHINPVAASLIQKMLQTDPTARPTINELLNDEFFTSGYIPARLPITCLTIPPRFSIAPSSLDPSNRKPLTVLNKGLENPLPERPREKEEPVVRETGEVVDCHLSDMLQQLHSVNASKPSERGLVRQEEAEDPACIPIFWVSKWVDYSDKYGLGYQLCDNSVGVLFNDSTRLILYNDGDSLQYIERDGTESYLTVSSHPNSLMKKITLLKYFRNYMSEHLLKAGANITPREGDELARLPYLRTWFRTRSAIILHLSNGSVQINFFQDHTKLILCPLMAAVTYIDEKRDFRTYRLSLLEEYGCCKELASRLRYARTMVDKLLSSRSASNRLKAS
# MmCpn inh = Inhibitors of TCP-1 ring complex (TRiC) of Methanococcus maripaludis (MmCpn): qHTS; Chaperonin Mm-Cpn (Methanococcus maripaludis); purified Mm-Cpn ATPase, ADP Transcreener TR-FRET; Potency, µM (series often up to 76.9 µM), for inactives: at the top dose activity, negative = inhibition, hits mostly inhibitors; 330,000 compounds, 0.031% hits; AID 504842, 2011; note: potency is the fitted concentration of half-maximal effect; % is set by controls: 0 for no effect and ±100 for the full control effect; nearly all actives have a fitted effect of over 80% in size
#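 ATP (10 uM final) was added to archaeal chaperonin (25 nM final) after 10 min exposure to test compound at 37°C; after 30 min further incubation, ADP was detected by competitive TR-FRET.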
# WRN inhibitor = qHTS for Inhibitors of WRN Helicase; 360,000 compounds, 0.46% hits; Potency, µM (doses to about 114 µM), without a hit: top-dose activity change, negative = inhibition, usual class: inhibitors; WRN helicase unwinding, fluorescent forked duplex, kinetic; note: potency is the fitted concentration of half-maximal effect; % is set by controls: 0 for no effect and ±100 for the full control effect; nearly all actives have a fitted effect of over 55% in size
#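 WRN at 20 nM final preincubated with compound 15 min at room temperature; reaction started with 100 nM fluorophore/quencher forked duplex oligonucleotide and 2 mM ATP final. Unwinding followed kinetically by red fluorescence (ex 525, em 598 nm).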
# EPAC2 antagonist = qHTS for Antagonist of cAMP-regulated guanine nucleotide exchange factor 2 (EPAC2): primary screen; Rap guanine nucleotide exchange factor 4 (Homo sapiens), Q8WZA2; EPAC2 GEF exchange of Rap1B-BODIPY-GDP, fluorescence; Potency, µM (highest dose often 114 µM), without a hit: at the highest dose activity, negative = inhibition, most hits filed as inhibitors; 360,000 compounds, 0.18% hits; note: potency is the fitted concentration of half-maximal effect; % is set by controls: 0 for no effect and ±100 for the full control effect; nearly all actives have a fitted effect of over 45% in size; many of its hits are not listed in these tables
# PI5P4K alpha inh = qHTS for Inhibitors of phosphatidylinositol 5-phosphate 4-kinase (PI5P4K). Phosphatidylinositol 5-phosphate 4-kinase type-2 alpha (Homo sapiens), P48426. PI5P4Kalpha enzyme, ADP-Glo luminescence, 60 min; active compounds read low. max response, %. 330,000 compounds, 1.2% hits; active = max response of -50% or lower; inconclusive = between -30% and -50%; inactive = -30% or higher; note: value at the top dose of about 77 µM; % is set by controls: 0 for no effect and ±100 for the full control effect
# Target sequence (P48426 whole entry, looked up): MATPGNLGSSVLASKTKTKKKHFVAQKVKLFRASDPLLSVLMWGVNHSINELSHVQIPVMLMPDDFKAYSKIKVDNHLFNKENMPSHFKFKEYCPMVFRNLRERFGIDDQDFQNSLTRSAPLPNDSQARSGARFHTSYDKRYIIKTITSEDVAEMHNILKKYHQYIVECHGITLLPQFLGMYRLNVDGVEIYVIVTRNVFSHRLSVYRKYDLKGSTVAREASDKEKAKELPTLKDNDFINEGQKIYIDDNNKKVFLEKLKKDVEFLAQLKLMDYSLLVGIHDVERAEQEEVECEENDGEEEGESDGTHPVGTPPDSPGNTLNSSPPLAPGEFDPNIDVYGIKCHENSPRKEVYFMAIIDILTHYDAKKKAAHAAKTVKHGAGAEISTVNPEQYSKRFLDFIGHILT
#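 PI5P4Kalpha ADP-Glo assay; 5 microM ATP final; 60 min RT reaction; HEPES pH 7.4/EGTA/CHAPS, 5% DMSO; controls lacking substrate or enzyme; luminescent end-point.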
# CCT modulator = High-Throughput Screening for Modulators of Cytosolic Chaperonin Activity. AID 651819, 2012. 360,000 compounds, 0.3% hits. purified chaperonin ATPase assay, HTRF ADP detection, 30 min. activity change, % (no concentration beside the values), hits read low; in the data active = activity change below about -30%; note: % is set by controls: 0 for no effect and ±100 for the full control effect
#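 Enzyme 40 or 20 nM (batch-dependent) in Tris pH 7.4/KCl/MgCl2/DTT; cpd 76 uM single point; ATP 10 uM; 30 min 37 °C; Transcreener ADP HTRF detection, 30 min RT; ratio 665/615.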
# EPAC1 antag = qHTS for Antagonist of cAMP-regulated guanine nucleotide exchange factor 3 (EPAC1): primary screen. 360,000 compounds, 0.14% hits. AID 720709, 2013. EPAC1 GEF assay, Rap1b-BODIPY-GDP exchange fluorescence. Potency, µM (top dose mostly 115 µM), without a hit: at the top dose activity change, negative = inhibition, most hits filed as inhibitors. Rap guanine nucleotide exchange factor 3 (Homo sapiens), O95398;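 note: potency is the fitted concentration of half-maximal effect; plate controls were vehicle for no effect and positive control for full effect; nearly all actives have a fitted effect of over 50% in size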
# An asterisk follows results filed as active; ? = inconclusive; . = not tested or not shown; [ ] = another dose, or the depositor's remark. Unless noted, calls come from the whole dose curve; as a rule, active = well fitted curve in the direction sought with a large enough effect; inconclusive = small, poorly fitted or top-dose-only effect, or another doubt; inactive = no such curve, though single readings can be large; an effect the other way counts as inactive or inconclusive. Only part of the results is shown (hit frequency here may not be typical).
SMILES	PLK1 PBD inh	WRN inhibitor	EPAC1 ag	EPAC2 antagonist	CCT modulator	PI5P4K alpha inh	MmCpn inh	EPAC1 antag
Cc1ccc(OC(=O)c2ccc3c(=O)n4c(nc3c2)CCC4)cc1	-7.2%	-3.7%	-9.5%	4.3%	-2.0	-16.4	0.2%	20.2%
O=C(CNC(=O)c1cccs1)N=Nc1c(O)[nH]c2ccc(Br)cc12	-28.9%	-14.9%	-2.1%	0.1%	-2.0	1.6	1.1%	-11.8%
O=C(Nc1cccc(F)c1)Nc1cccc(Cl)c1	2.1%	-11.1%	11.8%	-2.1%	0.7	5.8	1.2%	-18.5%
CCCS(=O)(=O)NC(=O)C1(C)CCCN(C(=O)c2c(F)cccc2F)C1 (centres undefined)	0.1%	-1.7%	-2.3%	15.3%	-0.6	2.9	.	-19.5%
Cc1ccc(S(=O)(=O)N2CCN(C(=O)COC(=O)c3ccccn3)CC2)c(C)c1	-8.6%	-7.5%	0.3%	2.0%	-0.5	-4.0	0.7%	8.0%
CC(=O)NC(c1cccc([N+](=O)[O-])c1)c1c(OC(C)=O)ccc2ccccc12 (centres undefined)	-5.2%	-7.5%	0.0%	-5.0%	-1.1	0.0	.	-14.8%
CCOc1ccc(C(=O)NC(=S)NCCCN2CCOCC2)cc1	-16.9%	-7.3%	-4.5%	-9.5%	-1.6	0.3	2.4%	2.0%
COc1ccc(CC(=O)NCCc2cnc[nH]2)cc1	-14.9%	-1.4%	5.6%	3.1%	-1.8	3.5	3.4%	-3.6%
CC(C)NC(=O)COC(=O)CNC(=O)c1cc(Cl)cc([N+](=O)[O-])c1	29.9µM*	1.4%	5.7%	-0.7%	-0.2	-15.7	-0.6%	0.3%
Cc1c(NC(=O)C2CCCN2S(=O)(=O)c2ccc(Cl)cc2)c(=O)n(-c2ccccc2)n1C (centres undefined)	-7.5%	-7.4%	9.8%	-14.9%	0.5	.	-5.1%	-14.1%
COc1ccc(Cc2noc(CN(C)C3CC(C)(C)NC(C)(C)C3)n2)cc1OC	-8.3%	7.7%	4.6%	0.7%	1.2	-0.6	-1.1%	-4.4%
OCCCn1c(C2CCCN2c2nc(-c3ccc(F)cc3)cs2)nc2cc(Cl)c(N3CCCCC3)cc21 (centres undefined)	-12.4%	-9.3%	0.2%	2.4%	-1.9	-2.5	.	-1.9%
CCOC(=O)/C(C#N)=C/Nc1ccccc1OC	-2.2%	-12.1%	-3.9%	20.9%	1.0	7.7	-3.9%	7.1%
COc1ccccc1/C=C/C(=O)NCC(=O)N1CCC(N(C)C2CCCC2)CC1	-19.3%	1.2%	16.2%	5.6%	-0.6	5.6	-5.4%	3.3%
COCCn1c(N)c(N(Cc2ccccc2)C(=O)Cc2ccccc2F)c(=O)[nH]c1=O	2.1%	-1.5%[57.1 µM]	4.3%	7.1%	2.0	-0.7	3.2%	-23.8%

SMILES	PLK1 PBD inh	WRN inhibitor	EPAC1 ag	EPAC2 antagonist	CCT modulator	PI5P4K alpha inh	MmCpn inh	EPAC1 antag
CC1(C(=O)NS(=O)(=O)c2ccc3c(c2)CCO3)CCN1C(=O)C1(c2ccc(Cl)cc2)CC1 (centres undefined)	-23.2%	0.4%	1.2%	-29.1%	-2.0	-4.7	.	?
COc1ccc([N+](=O)[O-])cc1NC(=O)CSc1ccccc1	?	-15.5%	12.1%	-7.1%	-2.9	-12.1	-0.7%	-9.5%
NC(=O)CCN(C(=O)c1cccc(S(=O)(=O)N2CCc3ccccc32)c1)c1ccccc1	5.1%	1.6%	3.9%	11.3%	1.4	2.7	1.1%	3.7%
O=C(Nc1ccnn1C1CCN(C(=O)Cc2cccc(Cl)c2)CC1)C1CC1	0.4%	-5.2%	-8.9%	-1.8%	-0.2	-0.5	-0.9%	-6.3%
O=S(=O)(Cc1ccccc1)Nc1ccc(S(=O)(=O)N2CCCC2)cc1	2.2%	-0.1%	10.4%	1.7%	-2.3	-3.2	-1.9%	-8.1%
C=C1C(=O)OC2C1C(OC(=O)C(C)=CC)CC(=C)C1C(O)C3OC3(C)C21O (centres undefined)	-21.6%	-3.4%	2.9%	-1.8%	-0.8	-7.1	.	-2.7%
O=C(O)c1ccc(CSc2nnc(-c3ccncc3)n2-c2ccc(Br)cc2)cc1	-10.2%	-18.6%	0.0%	-1.8%	0.5	1.2	2.8%	1.5%
O=C(CSc1nnc(-c2ccncc2)n1CC1CCCO1)Nc1cccc(O)c1 (centres undefined)	-7.3%	5.3%	3.4%	21.6%	1.2	.	0.3%	19.1%
CCC(=O)N1CCC1(C)C(=O)Nc1cc(OC)ccc1OC (centres undefined)	4.8%	12.0%	-11.6%	7.4%	0.0	-2.5	.	9.4%
O=C(NNS(=O)(=O)c1ccc([N+](=O)[O-])cc1)c1ccncc1	?	4.5%	1.3%	-4.0%	-1.4	0.6	0.2%	-4.4%
O=C(Nc1ccccc1)C1=C[C@@H](C2CCCCC2)C[C@@H](OCCCCO)O1	-10.3%	-1.9%	9.3%	-3.6%	-0.6	-6.7	.	-12.6%
COc1cccc(CNC(=O)CCS(=O)(=O)c2ccc3c(c2)NC(=O)CS3)c1	?	4.3%	2.2%	5.7%	-3.3	-1.7	-0.2%	0.1%
O=C(NCCc1cnn(-c2ccccc2)c1)c1cc(COc2c(F)cccc2F)on1	-15.6%	-8.4%	-1.4%	-13.1%	-1.5	2.4	1.6%	-4.6%
Cc1ccc(NC(=O)O/N=C/c2cccc([N+](=O)[O-])c2)cc1	-16.5%	0.7%	2.4%	-15.0%	-1.9	-1.1	3.6%	10.8%
O=C(NCc1ccc(F)cc1)c1cc(C2CCCN(C(=O)c3ccc4c(c3)CCO4)C2)on1 (centres undefined)	-7.4%	-3.2%	2.4%	-0.6%	0.0	-0.8	.	-6.1%

SMILES	PLK1 PBD inh	WRN inhibitor	EPAC1 ag	EPAC2 antagonist	CCT modulator	PI5P4K alpha inh	MmCpn inh	EPAC1 antag
Cc1c(CCOC(=O)c2ccc(Cl)cc2Cl)sc[n+]1CC(=O)c1ccccc1	-4.2%	5.0%	1.6%	19.8%	1.6	-2.6	0.9%	4.3%
Cc1ccccc1S(=O)(=O)N1C[C@H]2CON(C)[C@H]2C[C@H]1c1cccc(N2CCOCC2)c1	-10.5%	-6.4%	-9.0%	6.3%	0.2	-4.4	.	-2.5%
C[C@H](NC(=O)c1nc[nH]c1C(=O)NCCCCCNC(=O)OC(C)(C)C)c1ccccc1	-2.3%	-4.3%	-17.4%	-17.4%	-0.6	5.6	-1.2%	-19.9%
CC(=O)Nc1cc(-c2ccc(N)cc2)cn2c(-c3cccc(C(F)(F)F)c3)cnc12	-1.2%	1.8%	-26.6%	8.2%	1.4	?	.	-2.6%
CC(C)OC(=O)c1cc(NC(=O)C2C3CCC(O3)C2C(=O)O)cc(C(=O)OC(C)C)c1 (centres undefined)	-4.0%	-7.5%	-11.9%	14.4%	1.9	4.9	-27.8%	7.7%
COc1ccc(Cc2nc3ccc(C(=O)NCCCSC)cc3o2)cc1OC	-5.4%	-3.4%	-5.2%	3.7%	-1.8	-2.5	-3.1%	8.1%
CCN(C(=S)NC(=O)C1CCCC1)C1CCCCC1	-2.9%	-5.2%	6.4%	2.4%	-8.3	1.7	0.0%	7.2%
Cc1ccc2cccc(S(=O)(=O)NC3CCS(=O)(=O)C3)c2n1 (centres undefined)	-8.0%	2.2%	8.5%	-1.0%	-3.4	.	1.1%	8.0%
CN(Cc1cccc(F)c1)C(=O)c1cccc(S(=O)(=O)N2CCN(Cc3ccccc3)CC2)c1	3.6%	-10.2%	-1.9%	-7.0%	-0.8	14.1	0.5%	-3.1%
CC(=O)N1CCN(C(=O)c2cccc(S(=O)(=O)Nc3c(C)n(C)n(-c4ccccc4)c3=O)c2)CC1	-7.0%	3.0%	7.8%	11.9%	-1.8	-5.1	-0.4%	-12.1%
CC(=O)Oc1ccc(/C=C2\N=C(C3CCCCC3)OC2=O)cc1	-18.9%	1.3%	-6.2%	15.4%	-2.5	7.0	-0.1%	9.9%
COc1cccc(COc2ccc3ccc(=O)oc3c2)c1	-8.7%	-3.5%	1.7%	-12.8%	-1.3	2.9	1.5%	-0.7%
O=C(COCc1cc(-c2cccs2)on1)NC1CCCCC1	-7.1%	-4.1%	-5.8%	-8.6%	1.1	12.3	0.1%	9.4%
O=C(O)C1CCCN1c1ncnc2c1oc1ccccc12 (centres undefined)	-3.8%	-8.7%	3.2%	9.4%	-1.5	.	-3.0%	-6.8%
CCCc1cc(=O)[nH]c(SCC(=O)c2cc(C)n(C3CC3)c2C)n1	-6.3%	-11.6%	-3.8%	4.3%	-1.4	1.1	-0.9%	-3.4%

SMILES	PLK1 PBD inh	WRN inhibitor	EPAC1 ag	EPAC2 antagonist	CCT modulator	PI5P4K alpha inh	MmCpn inh	EPAC1 antag
CCC(C)N1CCC2(CC1)N=c1c(c3c4c5c(C)c(O)c3c(O)c1=NC(=O)C(C)=CC=C[C@H](C)[C@H](O)[C@@H](C)[C@@H](O)[C@@H](C)[C@H](OC(C)=O)[C@H](C)[C@@H](OC)C=CO[C@@](C)(O5)C4=O)N2 (some centres undefined)	-5.8%	7.5%	-39.9%[inhibitor]	-8.1%	0.6	-0.8	-5.7%	-0.5%
CC(=C/c1ccc(C(C)C)cc1)/C=N/NC(=O)Cn1nnnc1N	3.3%	-3.5%	-6.7%	8.6%	0.2	0.0	-1.8%	6.0%
CCOC(=O)CN1C(=O)CSc2ccccc21	-7.4%	-2.3%	11.4%	-1.8%	0.7	.	0.1%	0.3%
C(=N\N(c1ccccc1)c1ccccc1)/c1ccccn1	-5.0%	-4.6%	10.0%	-8.0%	2.4	14.9	0.5%	2.3%
O=c1nc(-c2ccccc2Cl)c2cc(F)ccc2[nH]1	-11.5%	-2.9%	11.2%	5.5%	-8.8	-2.6	-0.3%	-12.0%
